# TEAD-YAP inh – TEAD-YAP interaction inhibition; HEK-TIYL cells, TEAD-Gal4/YAP UAS-luciferase luminescence; 1.4% of 640,000 active; inhibition, % at 9.12 µM; in the data active = inhibition above about 32%;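 note: 0% = median of test compound wells and 100% = reference inhibitor wells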
# FBW7 activator – activators of human E3 ligase FBW7 | Q969H0 | AlphaScreen FBW7–phospho-cyclin E peptide binding, activator screen | normalized activity (activation), % at 26.1 µM | 0.13% of 650,000 active; in the data active = normalized activity above about 1.9%;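 note: purified mutant Fbw7 with reduced substrate affinity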
# Target sequence (Q969H0 whole entry, looked up): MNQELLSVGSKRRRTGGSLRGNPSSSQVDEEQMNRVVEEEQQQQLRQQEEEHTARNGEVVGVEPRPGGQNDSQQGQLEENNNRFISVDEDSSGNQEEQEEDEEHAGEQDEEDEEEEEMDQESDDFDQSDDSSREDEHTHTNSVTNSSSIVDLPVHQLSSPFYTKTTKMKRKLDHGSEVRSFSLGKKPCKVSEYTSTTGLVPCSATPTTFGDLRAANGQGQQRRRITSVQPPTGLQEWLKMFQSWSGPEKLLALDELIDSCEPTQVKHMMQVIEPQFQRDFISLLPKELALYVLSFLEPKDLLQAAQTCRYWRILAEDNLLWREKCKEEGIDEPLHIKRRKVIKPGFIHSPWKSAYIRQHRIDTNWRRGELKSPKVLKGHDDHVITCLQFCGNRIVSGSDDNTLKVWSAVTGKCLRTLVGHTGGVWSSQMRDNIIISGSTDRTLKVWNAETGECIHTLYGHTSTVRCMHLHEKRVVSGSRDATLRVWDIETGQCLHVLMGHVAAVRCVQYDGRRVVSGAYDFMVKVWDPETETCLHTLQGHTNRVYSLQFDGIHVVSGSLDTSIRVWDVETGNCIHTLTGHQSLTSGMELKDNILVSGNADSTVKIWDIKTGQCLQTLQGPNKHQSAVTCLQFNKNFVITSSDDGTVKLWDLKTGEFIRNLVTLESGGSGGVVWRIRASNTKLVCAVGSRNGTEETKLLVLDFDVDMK
# MITF primary – human MITF inhibition, primary screen | inhibition, % at 2.6 µM | 0.91% of 650,000 active | AlphaScreen MITF homodimerization, bead proximity signal | O75030; in the data active = inhibition above about 50%;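 note: 0% = vehicle wells with protein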
# GPR151 ag – activates the human receptor GPR151. Q8TDV0. PathHunter beta-arrestin GPR151 cells, luminescence. activation, % at 11.2 µM. 1% of 650,000 active. AID 1508602; in the data active = activation above about 4.9%;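 note: 0% = median of compound wells and 100% = cells with positive control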
# Numbers without * were called inactive; & = joins results of further samples. Rows are unselected; overall some 3.4% were active at least once.
molecule	GPR151 ag	FBW7 activator	MITF primary	TEAD-YAP inh
COCCn1nnnc1C(C(C)C)N1CCN(Cc2cccnc2)CC1 (stereo not drawn)	2.8	-0.2	-32	-2
CCOC(=O)COc1ccc(S(=O)(=O)Nc2c(F)cccc2F)cc1	-1.1	-0.2	2	1
O=CNC(Cc1ccc(O)c([N+](=O)[O-])c1)C(=O)O (stereo not drawn)	1.5	0.1	11	14
Cc1ccc(-n2c(=O)c3c4c(sc3n3c(SCC(=O)c5ccccc5)nnc23)CCCCC4)cc1	-0.4	0.0	10	-1
COc1ccccc1/C=C/C=C1\N=C(c2cc(Cl)ccc2OC)OC1=O	0.6	-0.1	11	8
CCOc1ccc(N2CC(CNS(=O)(=O)CC)CC2=O)cc1 (stereo not drawn)	-1.5	-0.2	6	4
CCn1c(CSCc2ccc(F)cc2)nnc1SCC(=O)Nc1nccs1	-0.1	0.0	-7	6
Cc1cc(C(=O)Nc2cccc(-c3nc4ccccc4[nH]3)c2)n(C)n1	1.3	0.1	5	13
Cc1csc(-c2coc3cc(OCC(=O)O)cc(C)c3c2=O)n1	-1.1	0.0	16	-2
CCOC(=O)c1sc(NC(=O)C(Cl)(Cl)Cl)c(C(=O)OCC)c1C	1.7	0.1	-7	-32
COc1ccccc1NC(=O)CSc1nc2ccccc2c(=O)n1CCCC(=O)NCc1cccc(Cl)c1	-0.2	0.1	2	5
O=c1cc(Cc2n[nH]c(=S)n2-c2ccc(F)cc2)[nH]c(=O)[nH]1	-0.2	0.1	9	-3
CCOc1ccc(C(=O)Nc2nccs2)cc1Br	1.2	0.1	4	-47
S=C(NC1CCCCC1)N1CCN(Cc2ccco2)CC1	2.7	0.5	-21	-16
CC(C)C(=O)NNS(=O)(=O)c1ccc([N+](=O)[O-])cc1	6.8*	0.1	-15	7
O=C(NCc1cccc(C(F)(F)F)c1)c1cccc(N2CCc3ccccc3C2)n1	3.9	0.2	17	-4
CC(=O)N[C@H](C)Cn1nnc2ccccc21	-0.6	0.1	3	2
Nc1nc(SCC(=O)NC2CCCC2)[nH]c(=O)c1NC(=O)c1cccs1	2.4	0.2	-16	2
COc1ccc(CN=CC2=C(O)CNC2=O)cc1	-1.4	1.1	13	0
CCOC(=O)c1sc2ncn(CC(=O)NCC3CCCO3)c(=O)c2c1C (stereo not drawn)	0.7	0.1	-13	-1
Cc1nc(-c2cccc(NS(=O)(=O)c3ccc4ccccc4c3)c2)cs1	0.6	0.0	5	4
c1ccc(-c2ccc(-c3cs/c(=N\c4nc(-c5ccccc5)cs4)n3-c3ccccc3)cc2)cc1	-0.3	-0.1	11	3
O=C(CNC(=O)c1cccc(Br)c1)N/N=C/c1cn[nH]c1-c1ccccc1	0.5	0.0	2	7
O=C1C2CC=CCC2C(=O)N1c1ccc(Cc2ccncc2)cc1 (stereo not drawn)	2.5	0.5	-1	3
Cc1ccsc1/C=C1\N=C(c2ccc(F)cc2)OC1=O	0.2	-0.1	7	3
CCOC(=O)CNC(=O)c1cccnc1	-0.5	-0.1	-25	7
CCOc1ccccc1C(=O)NCc1ccccc1	-1.5	0.2	15	-14
COc1cc(/C=C2\C(C)=C([N+](=O)[O-])CS2(=O)=O)ccc1O	-1.1	0.2	87*	-2
Nc1ccc(C(=O)NCc2ccc(Cl)cc2)cc1[N+](=O)[O-]	-2.8	0.4	15	3
CN1CCN(C(=O)CN(c2ccccc2)S(=O)(=O)c2ccc(F)cc2)CC1	2.3	0.1	-7	3
Cc1ccc2oc(-c3ccc(C)c(NC(=O)c4cccc(Br)c4)c3)nc2c1	-0.7	0.0	10	-35
C/C(=N\O)C(=O)OC1CC(C)CCC1C(C)C (stereo not drawn)	1.0	-0.1	-9	0
COc1ccc(Br)cc1CN1CCCC(C(=O)N2CCCC2)C1 (stereo not drawn)	0.6	-0.1	79*	0
Cc1cc(OCC(=O)NN2C(=O)c3ccccc3C2=O)ccc1Cl	0.2	0.2	-4	-6
O=C(CSCC(=O)N1CCCCC1)Nc1nc(-c2ccc(Cl)s2)cs1	6.1*	0.0	1	-24
CC1CCN(c2ccc(N)c3nonc23)CC1	0.2	-0.7	5	-2
CCNC(=O)c1ccc(CN2CCN(c3ccccc3)CC2)cc1	-0.9	0.2	-14	-1
CCC(=O)Nc1cc(NC(=O)CSc2nnc(C(C)C)n2C)ccc1C	-1.1	0.0	-3	9
Fc1ccc(Cc2nnc(-c3cccs3)o2)c(Cl)c1	-0.4	0.0	-1	-3
O=S(=O)(c1ccc(N=C=S)cc1)N1CCOCC1	-0.3	-0.1	5	6
FC(F)(F)c1cccc(CNc2nc(Nc3ccncn3)nc3c2ncn3-c2ccsc2)c1	3.8	0.0	-3	-15
C=CCn1c(=O)c(C(=O)Nc2ccc(I)cc2)c(O)c2ccccc21	0.3	0.1	-12	3
CN1C2CC(OC(=O)[C@H](CO)c3ccccc3)C[C@H]1[C@H]1OC21 (stereo partly drawn)	1.1&2.7	0.0&-0.1	6&-4	2&5
Cc1ccc(/C=N/NC(=O)C(=O)Nc2ccccc2OC(F)(F)C(F)F)cc1[N+](=O)[O-]	0.9	0.3	-3	-17
N#CC1(C#N)[C@H](c2ccc(Cl)c([N+](=O)[O-])c2)[C@@H](C(=O)C23CC4CC(CC(C4)C2)C3)N2c3ccccc3C=C[C@@H]21	-0.4	0.1	14	5
Cc1ccc(N2C(=N)S/C(=C\c3cn[nH]c3-c3ccc(F)cc3)C2=O)cc1Cl	0.8	0.0	13	0
CCC1=NN(C(=O)Cc2ccccc2)C(O)(c2ccncc2)C1 (stereo not drawn)	2.3	-0.2	0	-1
CCOC(=O)c1ccccc1N=NNc1cccc([N+](=O)[O-])c1	1.7	0.1	-10	3
CN(C)S(=O)(=O)c1cccc(-c2n[nH]c(=S)n2-c2ccc(F)cc2)c1	0.1	0.1	6	-5
CCN1/C(=C/C=C/C=C/C=O)Sc2ccccc21	0.2	0.0	18	8

# The list goes on.
molecule	GPR151 ag	FBW7 activator	MITF primary	TEAD-YAP inh
COc1ccc(-c2noc(COc3ccc(Br)cc3Cl)n2)cc1	-1.7	0.1	10	-1
Fc1ccccc1Nc1nc(Cc2ccccc2)nc2sc3c(c12)CCCC3	-0.2	0.0	0	4
COC(=O)C(CC(C)C)NC(=O)c1ccc([N+](=O)[O-])cc1Cl (stereo not drawn)	0.2	-0.1	0	-5
COc1cc(Nc2ncnc3c2nc(-c2ccc4c(ccn4C)c2)n3C(C)C)cc(OC)c1OC	-1.3	0.2	8	9
O=C(O)CNS(=O)(=O)Cc1ccccc1	-1.5	0.1	-7	-2
CCc1n[nH]c(=S)n1/N=C(\C)c1ccc([N+](=O)[O-])cc1	0.3	0.5	13	2
COc1cc(C=Nc2ccc(N(C)C(C)=O)cc2)cc(OC)c1OC	-0.4	0.0	-5	3
Cc1ccccc1N(CC(=O)NCCCOC(C)C)S(=O)(=O)c1ccc(Cl)cc1	-1.4	0.1	-7	-6
CCc1n[nH]c(=S)n1/N=C(\C)c1ccc(C)cc1	0.4	0.0	-8	-3
CC(=O)N(Cc1cc2cc3c(cc2n2nnnc12)OCO3)CC1CCCO1 (stereo not drawn)	-0.5	0.1	2	-12

# 25 entries from above, with two lines to a compound.
# Every second line gives: GPR151 ag | FBW7 activator | MITF primary | TEAD-YAP inh
> COc1ccc(Br)cc1CN1CCCC(C(=O)N2CCCC2)C1 (stereo not drawn)
 : 0.6 | -0.1 | 79* | 0
> Cc1cc(OCC(=O)NN2C(=O)c3ccccc3C2=O)ccc1Cl
 : 0.2 | 0.2 | -4 | -6
> O=C(CSCC(=O)N1CCCCC1)Nc1nc(-c2ccc(Cl)s2)cs1
 : 6.1* | 0.0 | 1 | -24
> CC1CCN(c2ccc(N)c3nonc23)CC1
 : 0.2 | -0.7 | 5 | -2
> CCNC(=O)c1ccc(CN2CCN(c3ccccc3)CC2)cc1
 : -0.9 | 0.2 | -14 | -1
> CCC(=O)Nc1cc(NC(=O)CSc2nnc(C(C)C)n2C)ccc1C
 : -1.1 | 0.0 | -3 | 9
> Fc1ccc(Cc2nnc(-c3cccs3)o2)c(Cl)c1
 : -0.4 | 0.0 | -1 | -3
> O=S(=O)(c1ccc(N=C=S)cc1)N1CCOCC1
 : -0.3 | -0.1 | 5 | 6
> FC(F)(F)c1cccc(CNc2nc(Nc3ccncn3)nc3c2ncn3-c2ccsc2)c1
 : 3.8 | 0.0 | -3 | -15
> C=CCn1c(=O)c(C(=O)Nc2ccc(I)cc2)c(O)c2ccccc21
 : 0.3 | 0.1 | -12 | 3
> CN1C2CC(OC(=O)[C@H](CO)c3ccccc3)C[C@H]1[C@H]1OC21 (stereo partly drawn)
 : 1.1&2.7 | 0.0&-0.1 | 6&-4 | 2&5
> Cc1ccc(/C=N/NC(=O)C(=O)Nc2ccccc2OC(F)(F)C(F)F)cc1[N+](=O)[O-]
 : 0.9 | 0.3 | -3 | -17
> N#CC1(C#N)[C@H](c2ccc(Cl)c([N+](=O)[O-])c2)[C@@H](C(=O)C23CC4CC(CC(C4)C2)C3)N2c3ccccc3C=C[C@@H]21
 : -0.4 | 0.1 | 14 | 5
> Cc1ccc(N2C(=N)S/C(=C\c3cn[nH]c3-c3ccc(F)cc3)C2=O)cc1Cl
 : 0.8 | 0.0 | 13 | 0
> CCC1=NN(C(=O)Cc2ccccc2)C(O)(c2ccncc2)C1 (stereo not drawn)
 : 2.3 | -0.2 | 0 | -1
> CCOC(=O)c1ccccc1N=NNc1cccc([N+](=O)[O-])c1
 : 1.7 | 0.1 | -10 | 3
> CN(C)S(=O)(=O)c1cccc(-c2n[nH]c(=S)n2-c2ccc(F)cc2)c1
 : 0.1 | 0.1 | 6 | -5
> CCN1/C(=C/C=C/C=C/C=O)Sc2ccccc21
 : 0.2 | 0.0 | 18 | 8
> COc1ccc(-c2noc(COc3ccc(Br)cc3Cl)n2)cc1
 : -1.7 | 0.1 | 10 | -1
> Fc1ccccc1Nc1nc(Cc2ccccc2)nc2sc3c(c12)CCCC3
 : -0.2 | 0.0 | 0 | 4
> COC(=O)C(CC(C)C)NC(=O)c1ccc([N+](=O)[O-])cc1Cl (stereo not drawn)
 : 0.2 | -0.1 | 0 | -5
> COc1cc(Nc2ncnc3c2nc(-c2ccc4c(ccn4C)c2)n3C(C)C)cc(OC)c1OC
 : -1.3 | 0.2 | 8 | 9
> O=C(O)CNS(=O)(=O)Cc1ccccc1
 : -1.5 | 0.1 | -7 | -2
> CCc1n[nH]c(=S)n1/N=C(\C)c1ccc([N+](=O)[O-])cc1
 : 0.3 | 0.5 | 13 | 2
> COc1cc(C=Nc2ccc(N(C)C(C)=O)cc2)cc(OC)c1OC
 : -0.4 | 0.0 | -5 | 3

# The listing picks up, repeating the 3 entries before the break.
molecule	GPR151 ag	FBW7 activator	MITF primary	TEAD-YAP inh
Cc1ccccc1N(CC(=O)NCCCOC(C)C)S(=O)(=O)c1ccc(Cl)cc1	-1.4	0.1	-7	-6
CCc1n[nH]c(=S)n1/N=C(\C)c1ccc(C)cc1	0.4	0.0	-8	-3
CC(=O)N(Cc1cc2cc3c(cc2n2nnnc12)OCO3)CC1CCCO1 (stereo not drawn)	-0.5	0.1	2	-12
O=C(NCCN1CCN(C(=O)Nc2cccc(Cl)c2)CC1)Nc1cccc(Cl)c1	-1.1	-0.1	7	-7
Nc1c(C(=O)N2CCc3ccccc3C2)sc2nc3c(cc12)CCC3	1.0	0.1	3	-4
CC(C)CC(c1nnnn1C1CCCC1)N1CCN(C(=O)c2ccco2)CC1 (stereo not drawn)	0.2	0.3	-12	55*
CCS(=O)(=O)CCn1c([N+](=O)[O-])cnc1C	-1.1&1.2&2.7&4.0	0.1&0.2&-0.1&-0.1	13&21&-5&1	-1&7&-6
O=C(c1nccs1)C1CCN(C(=O)c2ccc(Br)s2)CC1	0.1	0.3	9	2
O=C(C1CC1)N(c1ccc(F)cc1)C1C=CS(=O)(=O)C1 (stereo not drawn)	1.6	-0.1	-12	-1
c1nc(CCNc2nc3nonc3nc2N2CCSCC2)cs1	3.5	0.0	10	4
CCOc1ccc(S(=O)(=O)Nc2cc3c(C(=O)OCCOC)c(C)oc3c3ccccc23)cc1	-1.0	-0.1	1	-1
CCCc1[nH]n(-c2nc3ccccc3s2)c(=O)c1C(C)=Nc1cc(C(=O)OC)cc(C(=O)OC)c1	0.6	0.1	10	0
NC(=O)c1cc2cc(Br)ccc2oc1=Nc1cc(F)ccc1F	0.2	0.0	-1	-3
COc1ccc(NC(=O)N2CCN(Cc3ccc4c(c3)OCO4)CC2)c(OC)c1	-1.1	0.8	18	8
COc1cccc2cc(-c3nc(-c4ccc(Cl)c(Cl)c4)cs3)c(=O)oc12	-0.4	0.0	19	-2
COCCN(CCOC)S(=O)(=O)c1ccc(C(=O)Nc2nc(-c3ccc(C(C)(C)C)cc3)cs2)cc1	-0.4	0.1	15	3
CCOc1ccc(-c2nc(CNCCN3CCOCC3)cs2)cc1OC	1.0	-0.1	-2	-6
NC(=O)C1CCN(CC(=O)Nc2ccc(Cl)cc2F)CC1	-1.3	0.0	-4	0
CCOc1cc(C2NC(C(=O)O)CS2)cc(Br)c1OCc1ccccc1 (stereo not drawn)	-0.6	0.1	14	-8
COc1cccc2c1CCN(Cc1ccc(F)cc1)C2=O	1.7	-0.1	-11	2
Cc1cc(NC(=O)CSc2nc3nccnc3c(=O)n2CCC(C)C)n[nH]1	2.1	-0.1	3	9
Cc1cc(C(=O)O)c(NC(=O)c2ccc(Cl)cc2)s1	-1.6	0.0	11	-17

# Screens from PubChem BioAssay.
